From PubChem
Abeta yeast res – compounds reversing amyloid beta toxicity in yeast; yeast expressing A-beta42, growth rescue, OD600, 48 h; response scale: 0% DMSO, 100% iron-clioquinol control; Potency, µM (titrated, usually from 46.1 µM), for the others: top-dose growth rescue, actives largely listed as activators; hit rate 0.063% among 410,000; AID 1347071; also: nearly all actives have a fitted effect of over 55% in size
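Yeast A-beta toxicity model in growth medium with pinned compounds, 48 h at 30 C; growth read as absorbance at 600 nm. Normalized to FeCl3/clioquinol equimolar mix (positive) and DMSO (negative).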
aSyn rescue – inhibitors of alpha-synuclein toxicity in yeast; Yeast expressing alpha-synuclein, growth rescue, BacTiter-Glo, 24 h; Potency, µM (titrated, usually from 46.1 µM), for the others: at the top dose growth rescue (activation), actives largely listed as activators; hit rate 0.14% among 370,000; also: % of control where 0% means no effect; nearly all actives have a fitted effect of over 65% in size
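Readout is rescue of growth in alpha-synuclein-expressing yeast, so inhibitors of toxicity appear as activators. Growth after 24 hr at 30 deg C in galactose medium is quantified by luminescence.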
FUS yeast rescue – rescues growth of FUS-expressing yeast | S. cerevisiae FUS-expressing, growth rescue, OD600, 24 h | Potency, µM (highest dose often 76.6 µM), inactives show at the highest dose growth rescue (activation), hits mostly activators | hit rate 0.24% among 390,000 | AID 1347120;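 also: plate controls were DMSO vehicle for no effect and reference control for full effect; nearly all actives have a fitted effect of over 55% in size; some results filed as inactive show a strong effect at the top dose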
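S. cerevisiae expressing FUS from galactose induction served as the toxicity model. Growth after 24hr at 30C, read as absorbance at 600 nm, indicates suppression of toxicity; compounds dosed at several concentrations.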
Starred values were filed as active, the others as inactive; ? = inconclusive; / = no result given; & = joins results of further samples. Calls follow the shape of the dose curve; as a rule, active = well fitted activation curve with a large enough effect; inconclusive = small, poorly fitted or top-dose-only effect; inactive = no such curve, though single readings can be large or run the other way. Potency is read from the fitted curve at half-maximal effect.

SMILES	Abeta yeast res	aSyn rescue	FUS yeast rescue
CCCCN(CCCC)CC(O)c1cc(Cl)cc2c1-c1ccc(Cl)cc1C2=Cc1ccc(Cl)cc1 (stereo not given)	/	5%	/
COc1cc2ncnc(Nc3cccc(Cl)c3)c2cc1OC	/	13%&1%	/
Cc1c(C)n(Cc2ccc(-c3ccccc3C(=O)O)cc2)c2ccc(C(=O)N[C@@H](C)c3ccc([N+](=O)[O-])cc3)cc12	/	/	?
COc1ccc(CC(=O)Nc2c(C(=O)N3CCN(c4ccccc4F)CC3)oc3ccccc23)cc1OC	-6%	/	20%
CC(O)CNC(=O)C(=O)Nc1c2c(nn1-c1ccc(Cl)cc1)CSC2 (stereo not given)	13%	/	?
Cc1nc2c(-c3ccccc3)c(C)[nH]n2c(=O)c1Cc1ccc(Br)cc1	8%	/	4%
Cc1cccc(N2CCN(C(=O)CCC(=O)NNc3nc4ccccc4c4nc(C)nn34)CC2C)c1 (stereo not given)	-14%	/	11%
COCCn1c(SCC(=O)Nc2ccc(F)c(Cl)c2)nc2c(oc3ccccc32)c1=O	-1%	/	6%
COc1ccc(-n2nc3c(N4CCCC(C(=O)NCc5ccccc5C)C4)nnc(C)c3c2C)cc1 (stereo not given)	-14%	/	43%
O=C(CSc1nc2ccccc2n1Cc1cccc(Cl)c1)N1CCN(c2ccc(F)cc2)CC1	-11%	/	-20%
O=C(Cn1c(=O)n(Cc2ccco2)c(=O)c2oc3ccccc3c21)Nc1ccccc1	-7%	/	-3%
CCCCn1cnc2cc(NCc3ccccc3Cl)ccc21	-6%	/	2%

At a glance, 11 of the compounds above:
SMILES	Abeta yeast res	aSyn rescue	FUS yeast rescue
COc1cc2ncnc(Nc3cccc(Cl)c3)c2cc1OC	/	13%&1%	/
Cc1c(C)n(Cc2ccc(-c3ccccc3C(=O)O)cc2)c2ccc(C(=O)N[C@@H](C)c3ccc([N+](=O)[O-])cc3)cc12	/	/	?
COc1ccc(CC(=O)Nc2c(C(=O)N3CCN(c4ccccc4F)CC3)oc3ccccc23)cc1OC	-6%	/	20%
CC(O)CNC(=O)C(=O)Nc1c2c(nn1-c1ccc(Cl)cc1)CSC2 (stereo not given)	13%	/	?
Cc1nc2c(-c3ccccc3)c(C)[nH]n2c(=O)c1Cc1ccc(Br)cc1	8%	/	4%
Cc1cccc(N2CCN(C(=O)CCC(=O)NNc3nc4ccccc4c4nc(C)nn34)CC2C)c1 (stereo not given)	-14%	/	11%
COCCn1c(SCC(=O)Nc2ccc(F)c(Cl)c2)nc2c(oc3ccccc32)c1=O	-1%	/	6%
COc1ccc(-n2nc3c(N4CCCC(C(=O)NCc5ccccc5C)C4)nnc(C)c3c2C)cc1 (stereo not given)	-14%	/	43%
O=C(CSc1nc2ccccc2n1Cc1cccc(Cl)c1)N1CCN(c2ccc(F)cc2)CC1	-11%	/	-20%
O=C(Cn1c(=O)n(Cc2ccco2)c(=O)c2oc3ccccc3c21)Nc1ccccc1	-7%	/	-3%
CCCCn1cnc2cc(NCc3ccccc3Cl)ccc21	-6%	/	2%

New compounds follow.
SMILES	Abeta yeast res	aSyn rescue	FUS yeast rescue
O=C(CCCCCn1c(=O)c2sccc2n(CC(=O)Nc2cccc(Cl)c2)c1=O)NCc1ccc2c(c1)OCO2	-27%	/	9%
COc1ccc(Cn2c(SCc3ccc(C(=O)NC4CCCC4)cc3)nc3ccncc32)cc1	-1%	/	3%
COc1ccc(-c2cn3cccnc3n2)cc1NC(=O)c1cc(C)cc(C)c1	-21%	/	6%
COc1cc(C(c2c(C)[nH][nH]c2=O)c2c(C)[nH][nH]c2=O)ccc1OC(=O)c1cccc(C)c1	13%	1%	42%

Not all compounds are listed; count on the stated rates, not on these rows.
